Compound activity as filed in PubChem BioAssay.
hcGAS lum: inhibitors of human cGAS. actives 0.081% (n = 290,000). recombinant h-cGAS, ATP depletion, Kinase-Glo luminescence. inhibition, % at 12.5 µM. Q8N884;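 note: 0% = vehicle reaction and 100% = reaction without DNA for no activity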
Target sequence (Q8N884 whole entry, looked up): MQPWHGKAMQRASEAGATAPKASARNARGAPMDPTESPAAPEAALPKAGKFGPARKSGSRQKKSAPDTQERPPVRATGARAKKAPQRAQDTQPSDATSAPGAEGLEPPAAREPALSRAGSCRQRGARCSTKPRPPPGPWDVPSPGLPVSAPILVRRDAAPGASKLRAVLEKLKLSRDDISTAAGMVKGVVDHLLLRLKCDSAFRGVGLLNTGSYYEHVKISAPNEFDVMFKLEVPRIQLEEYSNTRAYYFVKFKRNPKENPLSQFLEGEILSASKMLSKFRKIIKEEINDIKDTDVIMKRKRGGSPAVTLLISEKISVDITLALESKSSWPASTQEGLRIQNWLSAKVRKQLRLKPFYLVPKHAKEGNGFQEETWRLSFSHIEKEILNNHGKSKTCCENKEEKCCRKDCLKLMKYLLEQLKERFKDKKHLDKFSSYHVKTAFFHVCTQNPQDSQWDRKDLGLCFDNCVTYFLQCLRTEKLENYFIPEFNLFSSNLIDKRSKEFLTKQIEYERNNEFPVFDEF
NPYLR7 agonist: mosquito NPYLR7 agonism. HEK293T NPYLR7/Galpha15, GCaMP6s calcium fluorescence. activation, % at 10 µM. actives 0.15% (n = 270,000). AID 1259423; in the data active = activation above about 40%;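 note: 0% = vehicle and 100% = reference agonist at the receptor; some compounds past the cut are filed as inactive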
mcGAS lum: blocks mouse cGAS activity; Q8C6L5; recombinant cGAS, Kinase-Glo ATP depletion luminescence; inhibition, % at 12.5 µM; actives 0.15% (n = 160,000); AID 1259399;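 note: 0% = negative control wells and 100% = reference inhibitor with no enzyme activity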
* hit, by the source's call; · = no result given; & = joins results of further samples. Cut-off read from the data, not from the text of the source, unless noted: active = inhibition above about 40%; inactive = the rest.

SMILES	hcGAS lum	NPYLR7 agonist	mcGAS lum
Cn1ccnc1-c1c(-c2ccccc2)ncn1CC(=O)N1CCNCC1	-4	3	-12
CN1CCN2CCN(S(=O)(=O)c3cn(C)cn3)CC2C1=O (stereo not given)	-4	4	·
Fc1ccc(-c2nc3c(OCc4ccccc4)cccn3c2NCc2ccccc2)cc1	-2	19	-5
Cc1nc(CCC(=O)N2CCC(=O)N(CC3CC3)C(C(C)C)C2)n[nH]1 (stereo not given)	-1	7	-16
Cc1nn(C(C)C)c(C)c1CN(C)CC(=O)NCc1ccccc1F	-2	21	-7
COc1ccc(OCC(O)CN(Cc2cccn2Cc2ccccc2F)C2CC2)cc1 (stereo not given)	-3	5	-5
CCSc1nc(NC(C)C)c2cnn(CCNC(=O)C3CC3)c2n1	5	-3	-7
Cc1nc2c(c(N3CCCCC3)n1)CN(C(=O)Nc1ccc(F)c(Cl)c1)CC2	-2	17	-4
CCc1ccc(C(CN=C(N)NCCOC)N(C)C)cc1 (stereo not given)	-8	3	·
OCn1nc(-c2cccc(Br)c2)oc1=S	10	-6	12
Nc1nc(-c2cc3cc(Br)ccc3oc2=O)cs1	-12&-3	-3&-1	-6&-1
NC(=O)COc1ccc(C(=O)NS(=O)(=O)C2CCCCC2)cc1	-9	9	·
COc1ccc(NC(=O)C2CSC3(C)CCC(=O)N23)cc1S(=O)(=O)N1CCCCC1 (stereo not given)	-5	-1	·
CN(C)Cc1nc(-c2nn3c(C4CC4)nnc3s2)cs1	0	·	-15
CCOc1ccccc1N1CCN(S(=O)(=O)c2ccc(OC)cc2)CC1	-8	7	·
Cn1cccc1C1CCCN1Cc1ccc(C(N)=O)cc1 (stereo not given)	-2	-24	·
CCCNC(=O)Cn1nc2c(c1NC(=O)C13CC4CC(CC(C4)C1)C3)CSC2	-7	-9	-13
COc1cc(-c2cccc(CCN)c2)cc(OC)c1OC	-5	11	-9
Cc1ccsc1C(=O)N1CCCC(C(=O)Nc2cccc(-c3cc4ccccc4[nH]3)c2)C1 (stereo not given)	-3&-10	24&5	-11
CCOc1ccc(C(=O)NC2CC3CCC(C2)N3Cc2ccc(OC)cc2OC)cc1 (stereo not given)	-3	22	-6
NCc1ccccc1CC(=O)NC1C(=O)N2C(C(=O)O)=C(CSc3nnnn3CC(=O)O)CSC12 (stereo not given)	-1	1	·
CCOC(=O)c1cc2c(oc1=O)c(I)cc1oc3c(c12)CCCC3	7	-18	·
Cc1ccccc1-c1ccc(-c2nccn2CCC(N)=O)cc1	-10	15	·
COCCNC(=O)C1CCCN(C2CCN(c3ncccc3C(=O)O)CC2)C1 (stereo not given)	-5	3	·
Brc1c(OCc2cn3cccnc3n2)ccc2ccccc12	-1	4	0
CC(C)(C)c1ccc(-n2c(CN)n[nH]c2=O)cc1	0	3	-14
CCC(=O)Nc1ccc(C2OC(=O)N(Cc3cccc(F)c3)C2C(=O)N2CCN(C)CC2)cc1 (stereo not given)	-7	·	-7
CN(C)c1ccc(NC(=O)C2CCCC2)cc1CN(Cc1cccc(F)c1)C(=O)c1cccs1	-1	1	-4
CCCc1nc(CNC(=O)c2c(O)cccc2O)cs1	0	11	·
Cn1cc(CCNC(=O)N2CCSCC2)cn1	-4	1	·

A draw from above in order of length of the SMILES, ascending:
SMILES	hcGAS lum	NPYLR7 agonist	mcGAS lum
OCn1nc(-c2cccc(Br)c2)oc1=S	10	-6	12
CCCc1nc(CNC(=O)c2c(O)cccc2O)cs1	0	11	·
Cn1cccc1C1CCCN1Cc1ccc(C(N)=O)cc1 (stereo not given)	-2	-24	·
Brc1c(OCc2cn3cccnc3n2)ccc2ccccc12	-1	4	0
CN(C)Cc1nc(-c2nn3c(C4CC4)nnc3s2)cs1	0	·	-15
Cc1ccccc1-c1ccc(-c2nccn2CCC(N)=O)cc1	-10	15	·
CN1CCN2CCN(S(=O)(=O)c3cn(C)cn3)CC2C1=O (stereo not given)	-4	4	·
CCSc1nc(NC(C)C)c2cnn(CCNC(=O)C3CC3)c2n1	5	-3	-7
Cc1nn(C(C)C)c(C)c1CN(C)CC(=O)NCc1ccccc1F	-2	21	-7
Cn1ccnc1-c1c(-c2ccccc2)ncn1CC(=O)N1CCNCC1	-4	3	-12
CCOC(=O)c1cc2c(oc1=O)c(I)cc1oc3c(c12)CCCC3	7	-18	·
COCCNC(=O)C1CCCN(C2CCN(c3ncccc3C(=O)O)CC2)C1 (stereo not given)	-5	3	·
Fc1ccc(-c2nc3c(OCc4ccccc4)cccn3c2NCc2ccccc2)cc1	-2	19	-5
CCOc1ccc(C(=O)NC2CC3CCC(C2)N3Cc2ccc(OC)cc2OC)cc1 (stereo not given)	-3	22	-6
Cc1nc2c(c(N3CCCCC3)n1)CN(C(=O)Nc1ccc(F)c(Cl)c1)CC2	-2	17	-4
CN(C)c1ccc(NC(=O)C2CCCC2)cc1CN(Cc1cccc(F)c1)C(=O)c1cccs1	-1	1	-4
CCC(=O)Nc1ccc(C2OC(=O)N(Cc3cccc(F)c3)C2C(=O)N2CCN(C)CC2)cc1 (stereo not given)	-7	·	-7
NCc1ccccc1CC(=O)NC1C(=O)N2C(C(=O)O)=C(CSc3nnnn3CC(=O)O)CSC12 (stereo not given)	-1	1	·

The list goes on:
SMILES	hcGAS lum	NPYLR7 agonist	mcGAS lum
COc1nccnc1N1C[C@H]2OC(=O)N(CCCN3CCOCC3)[C@H]2C1	1	·	0
CCc1cc(S(=O)(=O)NC(C)(C)CC(C)(C)C)ccc1OC	-4	5	·
CCOc1ccc(CN2CCC3(CC2)c2ccccc2[C@@H](NC(=O)COc2ccccc2)[C@@H]3O)cc1	-14	20	·
CCOC(=O)C1CCN(C(c2ccc(F)c(F)c2)C2Sc3nc(C)nn3C2=O)CC1 (stereo not given)	-6	0	-9
Cc1csc(N2C(=N)SC(c3ccccc3)C2=O)n1 (stereo not given)	-3	1	-1
COC(=O)c1ccc(-c2noc(CN3CCCCC3CCn3cccn3)n2)cc1 (stereo not given)	-9	14	-10
O=C(O)c1cccc(CC2CCN(C(=O)Nc3ccccc3Cl)C2)c1 (stereo not given)	-1	-20	·
CCn1c(C2CCCN(C(=O)c3cc(-n4cccc4)ccc3O)C2)nn(C)c1=O (stereo not given)	-3	1	·
Cc1ccc(-c2ccc(=O)n(CCCNC(=O)Nc3cccc(C(F)(F)F)c3)n2)cc1	-2	-2	·
CC(Sc1n[nH]c2nc3ccccc3n12)c1ccc(F)cc1 (stereo not given)	2	-3	·
O=C(O)c1ccc(-c2n[nH]c(=O)c3ccccc23)cc1	3	0	2
Cc1ccc(-n2nnc(C(=O)OCc3nc(-c4cccc(Cl)c4)oc3C)c2C)cc1	2	17	0
CN(C)c1noc(CCc2cnn(C)c2)n1	-2	0	·
CC1(C)CC(NC(=O)/C=C/C(=O)O)CC(C)(C)N1	0	3	-3
CC(=O)c1ccc(C(=O)N(Cc2ccncc2)c2nc3ccc(Cl)cc3s2)cc1	-6	-2	-10
CCOC(=O)C1C(=O)OC(C)(C)C1C(CC)C(=O)c1ccccc1 (stereo not given)	-11	-1	-6
O=C(/C=C/c1ccc(F)cc1)Nc1nc2ccc(Br)cc2s1	-2	-8	·
CN1CCN(S(=O)(=O)c2ccc3c(c2)oc(=O)n3C)CC1	-5	1	-3
COC(=O)CCCCCCCCC(=O)N[C@H](Cc1ccccc1)C(=O)N1CCC(C(=O)N2CCCCC2)CC1	-2	12	-5
Cc1cc(C)cc(N2CCN(C(=O)c3ccc([N+](=O)[O-])cc3)C(C)C2=O)c1 (stereo not given)	-1	-8	-3
CCN1CCOC(C(=O)NC2CCN(CC3CC3)C2)C1 (stereo not given)	-4	5	·
CCCN(Cc1cc(NC(=O)C(C)C)ccc1N(C)C)C(=O)NC(C)(C)C	-5	-6	-6
Cc1cccc(C(C(=O)NCCSc2n[nH]c(C)n2)N(C)C)c1 (stereo not given)	1	2	·
CC(=O)NCCNC(=O)c1ccc(CNc2ccc(C)cc2)cc1	6	-4	-1
CCOC(=O)Cc1nnc(NC(=O)c2ccccc2OC)s1	-6	-4	-6
C=CCNc1ccccc1C(=O)N1C[C@H](OC(C)C)[C@@H](O)C1	-4	15	·
COc1cc(/C=N\NC(=O)CSc2nc3ccccc3[nH]2)cc(OC)c1OC	-2	10	-5
C=CCN(Cc1ccccc1OC)C(=O)c1ccc(Cl)s1	-6	12	·
COc1cc(C(=O)OCn2c(SC)nnc(C)c2=O)cc(OC)c1OC	-8	1	-7
CC1(C)O[C@@H]2C[C@H]3[C@@H]4CCC5=CC(=O)CC[C@]5(C)[C@@]4(F)[C@@H](O)C[C@]3(C)[C@]2(C(=O)CCl)O1	-7	-4	-6

Some of these compounds in order of SMILES length, low to high:
SMILES	hcGAS lum	NPYLR7 agonist	mcGAS lum
CN(C)c1noc(CCc2cnn(C)c2)n1	-2	0	·
COc1cc(-c2cccc(CCN)c2)cc(OC)c1OC	-5	11	-9
Cn1ccnc1-c1c(-c2ccccc2)ncn1CC(=O)N1CCNCC1	-4	3	-12

Next section:
SMILES	hcGAS lum	NPYLR7 agonist	mcGAS lum
Cc1cc(NC(=O)CSc2nnc(C)s2)no1	-8&-6	24&-3	-8
CCNC(=O)C1(C)CCCN1Cc1c(F)cccc1F (stereo not given)	5	2	·
COc1ccc(CN(Cc2ccc3c(c2)OCO3)CC(O)COc2ccc(OC)cc2)cc1 (stereo not given)	1	15	-4
COc1ccsc1C(=O)Nc1ccccc1-c1n[nH]c(C(C)C)n1	-5	9	·
CC(C)N(C(=O)Cn1nc(-c2cccs2)c2sc(N3CCOCC3)nc2c1=O)c1ccccc1	-1	0	-1
CCOCCOc1nc(-c2ccc(C(F)(F)F)cc2)n(-c2ccc(NC(=O)COC)cc2)n1	-4	-4	-4
Cc1ccccc1SC1CCN(C(=O)c2ncc[nH]2)CC1	-8	0	-17
S=C(Nc1ccc(Cl)cc1)Nc1ccc2cn[nH]c2c1	-7	-3	·
Cc1ccoc1C(=O)N1CCC(CCC(=O)NCc2cccc(Cl)c2)CC1	1	5	-2
CC(=O)N1CCN(c2ccc(F)cc2)C(=O)C1C (stereo not given)	-3	0	-6
O=C(CN1CCOc2ccccc2C1)NCCS(=O)(=O)N1CCCC1	3	9	·
CC(=O)Nc1cc(-c2cnn(C)c2)cn2c(-c3cccc(C(F)(F)F)c3)cnc12	-7	-7	-7
O=S(=O)(c1cccnc1)N1CCCC(N2CCN(Cc3ccc4c(c3)OCO4)CC2)C1 (stereo not given)	-3	5	·
Cc1ccc(CN(CCc2ccccc2)C(=O)CN(CCN2CCOCC2)C(=O)c2ccccc2Cl)o1	-14	·	-4
CCc1ccc(-c2cc3c(SCC(=O)Nc4ccc(OC)cc4)nccn3n2)cc1	-5	0	-9
CC(N=c1ccccn1C(=O)Nc1ccc(Cl)c(Cl)c1)c1ccco1 (stereo not given)	0	8	·
Cc1nc(CN2C(=O)C3(CCC3)ON=C2c2ccccc2)cs1	-5	12	·
O=C(Nc1ccc(-c2nc3cc(Cl)ccc3o2)cc1)c1ccc(Cl)c(Cl)c1	8	-4	-7
Nc1c(-c2ccccc2)cnc2c(-c3ccccc3)c(C(F)(F)F)nn12	-6	-3	·
O=C(NCc1ccc2c(c1)OCO2)c1ccc(CSc2nnc(Cc3ccccc3)n2-c2ccccc2F)cc1	0	3	-4
CCOc1cc(Nc2ccc(NC(=O)C(C)C)cc2)nc(C)n1	-10	7	-7
C/C=C(\C)C(=O)N1CCC2(CCCN(CC3CCCCC3)C2)C1 (stereo not given)	-2	9	-9
CCOC(=O)N1CCN(c2ncc3c(n2)CC(C)CC3=O)CC1 (stereo not given)	-6	2	-6
Clc1ccc(-c2nnc(SCc3cn4cc(Cl)ccc4n3)o2)cc1	-1	-2	-2
Cc1oc(-c2ccco2)nc1CN(C)C(C)c1ccon1 (stereo not given)	-10	17	·
CCOc1ccccc1-c1nc(COC(=O)c2nnn(-c3ccc(Br)cc3)c2C)c(C)o1	-4	1	-7
Cc1noc(-c2ccco2)c1C(=O)NCCSCc1ccccc1	-5	22	-8
CCCN1CCCc2cc(CCNC(=O)c3ccccc3C)ccc21	6	7	·
Cc1ccc(-n2cc(C(=O)N3CCSCC3)nn2)cc1	-1	0	2
Cc1ccc(-n2c(C(C)N(Cc3ccccc3)C(=O)Nc3ccccc3Br)nc3cc(Cl)ccc3c2=O)cc1 (stereo not given)	-9	18	-6
COCCNC(=S)N=Nc1c(O)[nH]c2ccc([N+](=O)[O-])cc12	-1	-6	-2
Cc1cc2ncn(CC(O)Cn3nnnc3-c3ccccn3)c2cc1C (stereo not given)	-18	6	·
CCCCc1nc(N2CCN(C(=O)c3ccc(Cl)c([N+](=O)[O-])c3)CC2)c2c(C)nn(-c3ccccc3)c2n1	-10	·	-9
COC(=O)c1cc(C(C)C)nc2c1c(-c1ccc(C)cc1)nn2C1CCS(=O)(=O)C1 (stereo not given)	-9	13	·
O=C(/C=C/c1ccccc1)NC1CCN(c2ccccc2C(=O)NCC2CCCCC2)CC1	-4	-1	-4
Cc1c2c([nH]c(=S)c1C#N)CCC2	-2	0	·
COCC(=O)N(Cc1csc(COc2ccccc2OC)n1)C(C)C	-2	23	-3
Cn1nnnc1SCCNC(=O)c1ccc2oc(-c3cccc(F)c3)nc2c1	-14	9	-12
COCCCNC(=O)c1csc(CSc2nnc(-c3ccco3)n2-c2ccccc2)n1	-7	-1	-6
CCn1c(C)nnc1SCc1ccc(C(=O)NC2CC2)cc1	-9	-5	-6
Cc1c(CN(C)c2cc(N3CCCCC3)ncn2)cnn1C	-3	12	·
O=C1NCC2(CCN(C(=O)c3ccccc3C3CCNC3)CC2)O1 (stereo not given)	-3	8	·
